SR-BI HDL uptake – blocks mouse SR-BI lipid uptake from DiI-HDL. Q61009. ldlA[mSR-BI] CHO cells, DiI-HDL uptake fluorescence, 3 h. hit rate 0.96% among 320,000. inhibition, % at 12.5 µM. AID 488896;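 active = mean replicate inhibition of at least 70% and a set share of replicates each scoring 70 or more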;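 also: 0% = median of neutral control wells and 100% = median of positive control wells; values of inactives mirror those of a sister screen read the other way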
PvdQ acylase – blocks Pseudomonas aeruginosa PvdQ acylase activity; purified PvdQ acylase, fluorescence plate reader; inhibition, % at 10 µM; hit rate 0.063% among 340,000; in the data active = inhibition above about 30%, passing the limit was not always enough;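 also: 0% = vehicle neutral wells and 100% = reference inhibitor wells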
DAGLB inhibitor – diacylglycerol lipase beta (human) inhibition; Q8NCG7; HEK293T DAGLB membrane lysate, EnzChek fluorogenic substrate; AID 504411; inhibition, % at 5.17 µM; hit rate 0.059% among 340,000; in the data active = inhibition above about 34%;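 also: 0% = enzyme with vehicle and 100% = wells lacking enzyme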
Target sequence (Q8NCG7 whole entry, looked up): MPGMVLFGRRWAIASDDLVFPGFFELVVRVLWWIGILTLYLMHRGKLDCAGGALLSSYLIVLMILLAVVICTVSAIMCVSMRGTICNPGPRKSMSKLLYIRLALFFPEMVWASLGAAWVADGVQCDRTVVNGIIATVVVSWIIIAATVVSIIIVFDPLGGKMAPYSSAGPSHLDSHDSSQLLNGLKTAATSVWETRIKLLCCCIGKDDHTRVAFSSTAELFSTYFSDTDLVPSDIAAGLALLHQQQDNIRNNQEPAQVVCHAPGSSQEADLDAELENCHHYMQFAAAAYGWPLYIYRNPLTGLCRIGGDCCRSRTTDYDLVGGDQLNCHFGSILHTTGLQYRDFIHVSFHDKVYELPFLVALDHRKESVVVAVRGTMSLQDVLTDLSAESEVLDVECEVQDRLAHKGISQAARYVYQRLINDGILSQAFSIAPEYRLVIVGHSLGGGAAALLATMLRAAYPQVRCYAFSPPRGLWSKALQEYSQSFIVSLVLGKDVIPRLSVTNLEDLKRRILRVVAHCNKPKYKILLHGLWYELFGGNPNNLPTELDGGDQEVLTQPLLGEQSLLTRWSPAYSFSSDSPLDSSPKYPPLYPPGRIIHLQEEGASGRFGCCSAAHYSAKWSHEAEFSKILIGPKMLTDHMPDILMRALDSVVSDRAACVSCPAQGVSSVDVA
NSD2 HMT inh – inhibitors of human histone methyltransferase NSD2; O96028; hit rate 0.54% among 310,000; NSD2 peptide methylation, AlphaScreen, 120 min; AID 743445; inhibition, % at 12.5 µM; in the data active = inhibition above about 50%
SR-BI DiI-HDL act – enhances SR-BI lipid uptake from DiI-HDL; AID 504775; activation, % at 12.5 µM; CHO ldlA[mSR-BI] cells, DiI-HDL uptake fluorescence, 3 h; 100 = double the neutral-control signal; hit rate 0.096% among 320,000;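 active = mean replicate activation of at least 60% and every replicate at or above 60%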;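 also: 0% = median plate neutral-control signal and 100% = twice that signal; values of inactives mirror those of a sister screen read the other way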
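material = CHO ldlA[mSR-BI] cells | medium = Ham's F12 with 0.5% BSA, HEPES 25 mM, pH 7.4 | reagent = fluorescent DiI-HDL, 10 µg/mL final | compound dosing = single-point compound dose | incubation = 3 h, 37 °C | measured by = bottom-read fluorescence, 550/595 nm | measure = HDL uptake via cellular fluorescence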
Arr AP2 block – blocks beta-arrestin peptide binding to AP2 adaptin; FITC-arrestin peptide / GST-AP2 beads, flow cytometry; AP2 beta2 appendage carries R879A mutation; inhibition, % at 10 µM; hit rate 0.31% among 340,000; AID 504490;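 active = inhibition above a set limit, near 3 SD of compounds lacking own fluorescence, cut at about 54% in these data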;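 also: plate controls were DMSO wells for no effect and 5 µM unlabelled arrestin peptide for full effect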
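System: GST-tagged AP2 beta2-adaptin appendage (R879A) on 4 µm glutathione beads / Reagent: FITC-arrestin peptide, 50 nM / Detection: HyperCyt-sampled flow cytometry, FL1 channel, ex 488/em 535 nm / Timing: 12 min plus 1 h, RT / Buffer or medium: PBS plus Tween 20 (0.05%) and BSA (0.1%)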
C-LANA FP – KSHV C-LANA DNA binding inhibition; hit rate 0.078% among 340,000; MBP-C-LANA/FAM-LBS DNA binding, fluorescence polarization; inhibition, % at 9 µM; AID 504423;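 active = highest replicate inhibition at or above 60% at 9 µM, even if other replicates fall short; inactive = all replicates below 60% inhibition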;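 also: 0% = neutral control wells and 100% = 4 µM acridine orange control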
PKA-R2B activ – activates the human PKA-R2B holoenzyme complex | P22694+P31323 | PKA-R2B holoenzyme dissociation, Cy5-IP20 fluorescence polarization; R2B truncated from residue 108, S112A mutant; 0% DMSO only, 100% 113 µM cGMP | activation, % at 11.4 µM | hit rate 0.079% among 340,000;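 active = activation above a cutoff set at the mean over all compounds plus 3 SD, cut at about 18% in these data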;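 also: higher means more holoenzyme dissociation and a rise in polarization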
Target sequence (P31323 whole entry, looked up, other chains not shown, the tested form may be a part): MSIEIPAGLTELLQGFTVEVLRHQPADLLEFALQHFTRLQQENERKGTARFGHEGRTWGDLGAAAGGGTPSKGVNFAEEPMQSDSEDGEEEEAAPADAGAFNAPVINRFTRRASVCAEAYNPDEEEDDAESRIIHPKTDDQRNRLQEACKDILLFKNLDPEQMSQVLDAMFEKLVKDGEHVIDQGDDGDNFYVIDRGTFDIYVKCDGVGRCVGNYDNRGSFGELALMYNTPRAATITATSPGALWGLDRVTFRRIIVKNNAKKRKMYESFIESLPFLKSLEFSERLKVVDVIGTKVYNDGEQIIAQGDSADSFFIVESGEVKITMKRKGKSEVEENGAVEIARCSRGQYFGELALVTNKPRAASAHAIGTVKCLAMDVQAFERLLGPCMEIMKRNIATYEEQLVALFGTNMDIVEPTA
Keap1 Nrf2 FP – disrupts human Keap1 binding to Nrf2 peptide; inhibition, % at 9.4 µM; hit rate 0.15% among 340,000; Keap1 Kelch-Nrf2 peptide fluorescence polarization, 1536-well; AID 504523; in the data active = inhibition above about 12%;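 also: human Keap1 Kelch domain with fluorescein labeled Nrf2 9mer peptide probe; 0% = neutral control wells and 100% = peptide positive control; higher means more block of Keap1 binding to Nrf2 peptide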
RTF Ca sens inh – cardiac RTF calcium desensitization. P19429+P45379. IANBD-labeled cardiac RTF, Ca2+ fluorescence. inhibition, % at 7.15 µM. hit rate 0.12% among 340,000. AID 493244;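 active = inhibition above the mean inhibition of all tested compounds plus 3 SD, cut at about 17% in these data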;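 also: assay run at fixed EC70 calcium of 1.6 mM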
The depositor's hits bear a star; i = inactive; . = not tested or not shown.

Second line of a record – NSD2 HMT inh	C-LANA FP	SR-BI HDL uptake	Arr AP2 block	PKA-R2B activ	PvdQ acylase	Keap1 Nrf2 FP	DAGLB inhibitor	RTF Ca sens inh	SR-BI DiI-HDL act
Cc1nnc(SCC(=O)Nc2ccccc2)n1CCc1ccccc1
→ -1	0.1	2	-4	-13	-18	-2	-1	-8	-2
CCOC(=O)c1ccc(N/N=C/c2cc(Br)cc([N+](=O)[O-])c2O)cc1
→ -3	-0.6	12	-12	-9	-7	-4	8	-10	-12
COc1ccccc1OCC(=O)NCC1CCCN(Cc2cnn(C)c2C)C1 (centres undefined)
→ 4	-0.7	3	4	-6	8	-4	-2	-1	-3
COc1ccc(C2/C=C\CN(CC(C)(C)C)CC(=O)N2Cc2ccc(F)cc2)cc1 (centres undefined)
→ .	-0.3	-3	-1	-14	-21	-10	-6	-12	3
CCOC(=O)Cc1csc(SCC(=O)Nc2cccc(Cl)c2)n1
→ -1	0.2	-32	29	0	4	1	-7	-2	32
O=C1CCCC(O)=C1C=Nc1ccc2c(c1)oc1ccccc12
→ 1	6.6	.	1	-6	13	1	1	2	.
COC(C(=O)NNC(=O)CCc1ccccc1)c1ccccc1 (centres undefined)
→ -6	0.8	-11	-4	3	-8	-8	-2	-3	11
CC(=O)Oc1cccc(N2C(=O)C3CC=C(Cl)CC3C2=O)c1 (centres undefined)
→ 2	4.7	-8	-3	-4	-19	0	-6	-14	8
COc1ccc(/C=N/NC(=O)CCCCCNC(=O)c2ccccc2)cc1
→ -4	-0.8	-6	1	8	-7	5	3	-5	6
CCOC(=O)C1=C(C)N=c2s/c(=C\c3ccc(C(=O)O)cc3)c(=O)n2C1c1ccc(OC)cc1OC (centres undefined)
→ 14	2.1	8	40	-3	17	1	-1	-3	-8
COc1ccccc1OCCNC(=O)c1ccccc1C
→ -2	-2.0	-3	-3	-1	-5	-2	-3	12	3
COc1ccccc1/C=N/NC(=O)CSc1ccc2ccccc2n1
→ -3	0.0	4	24	-14	3	0	-11	-3	-4
O=S(=O)(NCC1CC1)c1ccc(F)c(Cl)c1
→ -2	-2.7	-3	-8	-5	11	0	-2	-4	3
O=C(O)c1cc(NCc2ccccc2)ccc1N1CCOCC1
→ 1	-0.6	-5	7	-2	-15	-4	-6	-8	5
Cn1c(N)c(C(=O)CSc2nc(C3CC3)n(-c3ccccc3)n2)c(=O)n(C)c1=O
→ -4	-0.6	-1	6	-5	-6	1	-1	-7	1
O=C(c1ccccc1)N1CCN(CC(O)COCC2CC=CCC2)CC1 (centres undefined)
→ 8	-0.9	5	5	-7	-11	-5	0	-9	-5
Cc1cc(C)n2c(SCC(=O)NC3CCCCC3C)nnc2n1 (centres undefined)
→ -2	0.7	-25	20	2	5	0	0	3	25
O=C(c1ccccc1C(F)(F)F)N1CCN(S(=O)(=O)c2ccccc2)CC1
→ -3	-1.2	-2	-1	-13	-4	-1	-2	-5	2
CCCC(=O)c1ccc(OCc2cn(CC(=O)c3ccc(O)cc3)nn2)cc1
→ .	1.4	-3	5	-4	-18	-6	2	-4	3
CCOc1ccc(NC(=O)CSc2nc3ccccc3nc2N2CC(C)OC(C)C2)cc1 (centres undefined)
→ .	-0.4	54	10	-11	2	-2	-3	2	-54
CC(=O)N1CCN(c2ccccc2NC(=O)COc2cc(C)cc(C)c2)CC1
→ 4	0.9	54	5	-2	-16	-5	2	-5	-54
Cc1cc(C)n(-c2nc3ccccc3n3nnnc23)n1
→ 0	-0.1	-8	4	-5	-9	1	-1	-8	8
O=C(NC1CCN(C(=O)Nc2cccc(Cl)c2)CC1)c1ccccc1
→ 2	1.0	15	3	0	-16	-1	-1	-10	-15
COc1cc(NC(=O)c2ccc3c(c2)C(=O)N(CCC(C)C)C3=O)c(C(=O)O)cc1OC
→ 2	-0.5	24	6	-1	-15	-1	-1	-8	-24
COc1ccccc1/C=C/C(=O)OC(C)CN1CCCCC1 (centres undefined)
→ 20	-1.3	-4	28	-4	11	2	-5	-8	4
Cc1n[nH]c(=O)c2c(NC(=O)CSc3nnc(-c4ccco4)n3C)oc(C)c12
→ -3	0.0	-21	9	1	-3	-1	2	-3	21
COc1ccc(NC(=O)CSc2n[nH]c(C)c2[N+](=O)[O-])cc1
→ 1	0.2	.	3	9	-14	-6	-1	-11	.
Cn1cc(C(=O)c2ccc(Cl)cc2)cc1-c1nc2ccccc2n1C
→ 0	-0.3	-3	-7	3	-2	2	0	2	3
CC(C)c1ccc(S(=O)(=O)Nc2ccc(N3CCOCC3)cc2)cc1
→ 14	-1.2	-15	22	-11	-8	-2	4	-11	15
CCC(=O)N1CCC2(CC1)Oc1ccc(Cl)cc1C(=O)C21CC(c2ccc(Cl)cc2)=NO1 (centres undefined)
→ .	-0.7	6	-8	-21	-5	-7	-4	-10	-7
COc1cc(NC(=O)c2cccc(C)c2)c(OC)cc1NC(=O)CN1CCOCC1
→ 5	0.4	33	39	-4	2	-1	-2	-4	-33
O=C(Cc1ccccc1)Nc1ccc(NC(=S)NC(=O)c2ccccc2)cc1
→ -1	0.1	53	-11	-8	-9	4	-4	4	-53
CC1(C(=O)NC2CCCCCC2)CCC(=O)N1Cc1ccc2c(c1)OCO2 (centres undefined)
→ .	-0.8	-24	13	-8	7	1	-2	2	24
CN(C)c1cccc(C(=O)NNC(=O)/C=C/c2cccs2)c1
→ 8	-0.3	-3	1	1	-7	0	-2	-3	3
CC(C)C[C@@H](CO)NS(=O)(=O)c1cc(Cl)ccc1F
→ .	-0.4	-8	-4	1	-5	-1	0	-1	8
CC(C)N1CC2=C(OC(N)=C(C#N)C2c2cccnc2)/C(=C/c2cccnc2)C1 (centres undefined)
→ -4	6.6	1	21	-1	-3	-1	-4	1	-1
COc1ccc(OCc2nc(-c3ccc(F)c(F)c3)cs2)cc1
→ -1	2.0	-2	20	15	-8	3	-14	-1	2
C/C(=N\N1CCN(Cc2ccccc2Cl)CC1)c1ccc([N+](=O)[O-])cc1
→ 38	1.8	-10	-5	7	-12	-5	0	1	10
CCc1n[nH]c(=S)n1/N=C/c1ccc(-c2ccc(Br)cc2)o1
→ 2	0.9	9	-9	-3	3	-5	-11	1	-9
Cc1cc(C)c(NC(=O)Cn2ncc3ccccc32)c(C)c1
→ 0	-0.4	-10	4	5	-4	2	2	-6	10
CCCCN1C(=O)CC(C(=O)O)C1c1ccc(OC)cc1 (centres undefined)
→ -5	-0.4	-4	6	-12	-12	-7	0	-3	4
CCn1ncc(Br)c1C(=O)NC(C)c1ccccc1 (centres undefined)
→ -3	0.9	0	24	-4	7	2	-5	7	0
COc1cc(/C=N/N2CCOCC2)ccc1OCc1ccc(Cl)cc1
→ 1	1.6	43	6	-10	-11	-6	-3	-10	-43
COc1ccc(OCC(=O)Nc2c3c(nn2-c2ccccc2)CS(=O)(=O)C3)cc1
→ 2	-0.5	9	14	1	-7	2	1	-5	-9
CCOC(=O)c1cn(Cc2ccc(C)cc2)nn1
→ 0	1.7	-18	0	0	2	0	-1	4	18
COc1cc(S(=O)(=O)N2CCOCC2)ccc1NC(=O)COC(=O)C12CC3CC(CC(C3)C1)C2
→ 7	-0.8	-9	2	13	-14	1	2	-8	9
O=C(N/N=C/c1cccnc1)c1cccc(NC(=O)c2ccccc2Cl)c1
→ 0	-0.4	.	-3	5	-2	-1	-1	7	.
CCC(=O)N/N=C(\C)CC(=O)Nc1ccc(F)cc1
→ 4	0.3	-22	-2	-1	-6	-3	0	-9	22
COc1cccc(N2CCN(S(=O)(=O)c3ccc(-c4coc(C)n4)cc3)CC2)c1
→ 1	-0.6	-1	22	2	-9	3	-2	-9	1
CCCc1cc(C(=O)NNC(=S)NC2CCCCC2)cs1
→ 1	1.6	-11	-14	-15	7	1	-4	-7	11

Remaining list, next part:
Second line of a record – NSD2 HMT inh	C-LANA FP	SR-BI HDL uptake	Arr AP2 block	PKA-R2B activ	PvdQ acylase	Keap1 Nrf2 FP	DAGLB inhibitor	RTF Ca sens inh	SR-BI DiI-HDL act
C=CCn1c(SCC(=O)Nc2c(C)n(C)n(-c3ccccc3)c2=O)nc2sc(C)c(-c3ccccc3)c2c1=O
→ 2	0.1	29	31	-5	5	0	1	-6	-29
CC1CN(C(=O)COC(=O)COc2ccc(C#N)cc2)CC(C)O1 (centres undefined)
→ 0	-0.4	-11	1	-1	-19	-2	-4	-4	11
CCOc1ccccc1NC(=O)Nc1ccon1
→ -10	i	18	-18	-2	-17	0	2	3	-18
Cc1cc(C)cc(OC(=O)COc2ccccc2C)c1
→ 1	2.0	-4	7	-7	-12	-3	-12	-12	4
Cn1c(N)c(C(=O)CSc2ncn[nH]2)c(=O)n(C)c1=O
→ -4	0.3	.	-7	-3	-9	-4	3	-7	.
COc1ccc(Nc2nnc(SCC3CCCCO3)s2)cc1 (centres undefined)
→ -2	0.8	-9	5	0	-2	5	-1	-4	9
CCc1ccc(NC(=O)CSc2nnc(CNC(=O)c3ccco3)o2)cc1
→ -5	0.6	-3	-5	-7	-8	0	0	0	3
CCN1CCN(C(=O)c2cc3c(s2)-c2c(C)cccc2OC3)CC1
→ .	-0.2	-11	2	1	-15	-4	-7	2	11
O=C(CN1CCN(S(=O)(=O)c2ccc3ccccc3c2)CC1)Nc1ccc(N2CCOCC2)cc1
→ 1	3.2	-7	1	3	-2	4	1	-9	7
O=C(COc1ccccc1F)NNC(=O)c1ccc2c(=O)n3c(nc2c1)CCC3
→ -2	-1.2	-17	4	-5	-7	-4	1	-21	17
O=C(Nc1ccc(S(=O)(=O)Nc2cnc3ccccc3n2)cc1)c1ccc([N+](=O)[O-])cc1Cl
→ 0	4.7	10	22	-10	11	-4	2	-2	-10
C#CCOCCOCCOCCNc1nc(N2CCN(C(=O)Cn3cc(CCO)nn3)CC2)nc(N2CCN(C(=O)[C@H]([C@@H](C)CC)n3cc(CCCN=C(N)N)nn3)CC2)n1
→ .	-2.1	-15	5	-2	-18	-11	3	-4	15
COc1ccccc1CCN1CCCC(CN(C)C(=O)c2ccc3nc[nH]c3c2)C1 (centres undefined)
→ 0	-2.9	-31	-7	6	-7	0	1	-2	.
O=C1C2C(c3ccccc3)CC=CC2[C@H](c2cccc([N+](=O)[O-])c2)N1Cc1ccccc1 (some centres undefined)
→ .	-1.5	27	21	-2	-1	-4	-9	-7	-27
Cc1ccccc1NC(=O)c1cccc2nc3ccccc3nc12
→ 2	0.3	.	-2	4	-10	-6	-3	4	.
Cc1c(C(=O)OC(C)C)[nH]c2c1C(=O)CCC2
→ -1	-1.3	-23	25	0	7	-3	-1	-5	23

Screening data: PubChem, several laboratories
